Screening results deposited in PubChem BioAssay by several laboratories.
Ecoli viability – counter-screen for AddAB inhibitors: E. coli growth inhibition | E. coli V3065 growth, OD600 absorbance, 18 h | inhibition, % at 11.9 µM | 330,000 tested, 0.27% active | AID 449728;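 active = inhibition above the campaign's mean inhibition across all tested compounds plus 3 SD, cut at about 9.9% in these data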;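 note: uninfected addAB+ strain grown without phage in ampicillin broth; 0% = DMSO wells and 100% = ciprofloxacin 0.95 µg/ml wells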
Tat export inh – inhibitors of E. coli Tat protein transport; 340,000 tested, 0.036% active; E. coli MC4100 TorA-mCherry Tat export, fluorescence; inhibition, % at 10 µM; AID 488895;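 active = mean replicate inhibition at least 50% and at least half of replicates individually reaching 50%; inconclusive = only one of the two criteria met; inactive = neither criterion met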;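 note: exported cargo escapes ClpAP degradation while cytoplasmic cargo is degraded and loses fluorescence; 0% = median of neutral control wells and 100% = median of NaSCN control wells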
PvdQ acylase – blocks Pseudomonas aeruginosa PvdQ acylase activity. 340,000 tested, 0.063% active. AID 488965. inhibition, % at 10 µM. purified PvdQ acylase, fluorescence plate reader; in the data active = inhibition above about 30%, passing the limit was not always enough; inconclusive = no clear call, values can overlap the other calls;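 note: 0% = vehicle neutral wells and 100% = reference inhibitor wells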
Rtt109 Vps75 – blocks Candida albicans Rtt109/Vps75 acetyltransferase activity; purified Rtt109/Vps75, ThioGlo CoA-SH fluorescence, 4 h; inhibition, % at 34.9 µM; Q5AAJ8; 330,000 tested, 0.16% active;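 active = inhibition of at least 50% in every replicate; inconclusive = best replicate reaches 50% inhibition but some replicates fall short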
Target sequence (Q5AAJ8 whole entry, looked up): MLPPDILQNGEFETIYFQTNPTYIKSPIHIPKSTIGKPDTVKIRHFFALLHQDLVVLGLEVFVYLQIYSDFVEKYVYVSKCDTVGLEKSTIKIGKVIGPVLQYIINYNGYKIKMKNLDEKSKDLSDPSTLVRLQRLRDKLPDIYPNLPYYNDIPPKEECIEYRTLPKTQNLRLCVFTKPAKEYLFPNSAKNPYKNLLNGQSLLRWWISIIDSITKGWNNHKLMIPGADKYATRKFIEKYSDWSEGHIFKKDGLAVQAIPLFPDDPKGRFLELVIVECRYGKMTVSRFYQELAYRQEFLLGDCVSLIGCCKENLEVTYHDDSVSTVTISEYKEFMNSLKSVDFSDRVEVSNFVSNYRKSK
DAGLB inh – blocks human DAGLB lipase activity. 340,000 tested, 0.059% active. HEK293T DAGLB membrane lysate, EnzChek fluorogenic substrate. Q8NCG7. AID 504411. inhibition, % at 5.17 µM; in the data active = inhibition above about 34%;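 note: 0% = enzyme with vehicle and 100% = wells lacking enzyme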
Target sequence (Q8NCG7 whole entry, looked up): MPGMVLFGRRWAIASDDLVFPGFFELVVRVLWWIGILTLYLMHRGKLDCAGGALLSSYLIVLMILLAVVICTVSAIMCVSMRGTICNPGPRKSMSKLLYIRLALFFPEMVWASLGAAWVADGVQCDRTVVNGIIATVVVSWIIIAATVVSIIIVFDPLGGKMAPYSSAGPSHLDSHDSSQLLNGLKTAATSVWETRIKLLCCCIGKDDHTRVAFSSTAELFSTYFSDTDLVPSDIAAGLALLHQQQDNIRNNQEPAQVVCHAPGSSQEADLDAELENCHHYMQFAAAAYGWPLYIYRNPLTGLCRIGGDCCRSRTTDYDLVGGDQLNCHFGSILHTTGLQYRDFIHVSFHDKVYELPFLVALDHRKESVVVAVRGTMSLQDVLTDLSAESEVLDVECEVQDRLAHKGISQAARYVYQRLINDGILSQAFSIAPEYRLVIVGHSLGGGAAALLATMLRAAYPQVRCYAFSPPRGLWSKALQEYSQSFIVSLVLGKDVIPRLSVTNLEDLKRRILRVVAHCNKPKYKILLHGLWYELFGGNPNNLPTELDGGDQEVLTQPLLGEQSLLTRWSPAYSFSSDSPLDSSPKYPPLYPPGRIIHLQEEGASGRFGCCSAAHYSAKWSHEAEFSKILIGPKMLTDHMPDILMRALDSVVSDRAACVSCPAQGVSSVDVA
Wnt act – activators of Wnt/beta-catenin signaling | Wnt/beta-catenin reporter cell assay, activator, plate reader | activation, % at 9.35 µM | 300,000 tested, 1.2% active | AID 743398; in the data active = activation above about 30%, passing the limit was not always enough; inconclusive = no clear call, values can overlap the other calls;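 note: 0% = neutral control wells and 100% = positive control wells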
phage Ecoli inh – E. coli growth loss with phage present. 360,000 tested, 0.26% active. inhibition, % at 11.9 µM. growth absorbance. AID 651602; in the data active = inhibition above about 11%
AddAB inh – less growth of phage-infected E. coli with AddAB. E. coli expressing H. pylori AddAB, absorbance growth. inhibition, % at 11.9 µM. 330,000 tested, 0.29% active; in the data active = inhibition above about 12%;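 note: 0% = vehicle wells of infected cells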
PfHsp90 set2 – reduces growth (ATP signal) of yeast expressing P. falciparum Hsp90; S. cerevisiae expressing PfHsp90, BacTiter-Glo ATP, 48 h; yeast lacking PDR1 and PDR3 efflux regulators; inhibition, % at 9.4 µM; 310,000 tested, 0.32% active; AID 504621;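 active = every replicate shows inhibition above about 80%, whatever the replicate mean, limit read from the data; inconclusive = mean inhibition reaches the set limit but some replicate falls short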;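 note: 0% = DMSO neutral controls and 100% = 20 µM radicicol positive controls; yeast relying on Plasmodium falciparum Hsp90 in place of its own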
CAL PDZ FP – blocks peptide binding to human CAL PDZ domain. 330,000 tested, 0.02% active. purified CAL PDZ, TMR-peptide fluorescence polarization, 1 h. Q9HD26. inhibition, % at 20 µM;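 active = highest replicate inhibition of at least 40%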;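 note: plate controls were DMSO neutral control wells for no effect and unlabeled competitor peptide control wells for full effect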
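Assay system – tagged CAL PDZ protein CerCALP, purified · Timing – 1 h at RT · Compound – single point, 20 µM · Measured by – fluorescence polarization from S- and P-plane intensities, G-factor corrected · Evaluation – inhibition from polarization loss · Probe or stimulus – TMR reporter peptide T*-PRC34 · Buffer or medium – pH 7.4 phosphate-saline buffer, reducing agent, detergent, IgG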
Numbers without * were called inactive; i = inactive; u = inconclusive; x = not tested or not shown.

SMILES	Ecoli viability	Tat export inh	PvdQ acylase	Rtt109 Vps75	DAGLB inh	Wnt act	phage Ecoli inh	AddAB inh	PfHsp90 set2	CAL PDZ FP
O=C(O)Cc1ccc(C(=O)c2ccccc2)s1	1.0	-10.5	3.0	1.0	-1.2	-1.1	-1.3	1.4	-19.9	-2.5
OCCC1CN(Cc2cccn2-c2nccs2)CCN1Cc1ccc(F)c(F)c1 (stereo unspecified)	0.1	-9.4	-7.2	-7.3	0.6	-1.5	2.0	1.3	17.5	0.9
COc1ccc(CCC(=O)Nc2ccc(OC)c(S(=O)(=O)N3CCCCC3)c2)cc1OC	0.2	0.9	-14.1	-18.9	0.2	-4.4	-1.8	0.6	11.8	-0.3
Cc1ccc([N+](=O)[O-])cc1NC(=O)CSc1nncn1-c1ccccn1	-3.6	-2.3	-7.7	2.4	-1.4	-0.6	-1.0	2.7	12.7	0.3
O=C(NCc1cc(C(F)(F)F)ccc1Cl)c1cccc2c1C(=O)c1ccc(N3CCC(Cc4ccccc4)CC3)cc1S2(=O)=O	0.5	-4.6	-14.8	-2.0	1.5	x	x	3.8	14.3	-1.8
OCCC1CN(Cc2ccc(Oc3ncccn3)cc2)CCN1C1CCCC1 (stereo unspecified)	2.6	-9.2	17.3	u	-3.5	-0.2	3.3	1.7	10.0	0.0
Cc1c(NC(=O)c2c(F)cccc2F)c(=O)n(-c2ccccc2)n1C	-0.7	-0.5	-11.8	-4.6	1.7	x	2.4	4.6	-24.0	-0.1
N#CCSc1nnc(COc2cccc3ccccc23)n1-c1ccccc1	-1.8	14.0	-10.4	x	0.3	-4.6	1.4	1.7	x	-3.0
CCOC(=O)C1CCN(C(=O)COc2ccc(S(=O)(=O)N3CCOCC3)cc2)CC1	-0.2	0.7	1.6	0.8	0.4	-3.2	2.0	-0.3	4.6	-2.0
COc1ccc(OC)c(C2Nc3c(Cl)ccc(C(=O)O)c3C3C=CCC32)c1 (stereo unspecified)	-1.4	5.1	-0.9	-4.1	6.9	-4.6	2.1	2.1	-25.0	x
O=C(O)C1CCN(S(=O)(=O)c2ccc(N3CCOCC3)c([N+](=O)[O-])c2)CC1	-1.7	-11.7	12.4	9.8	1.2	-2.1	3.4	-0.2	13.9	0.4
COC(=O)c1oc2ccc(Br)cc2c1-n1cccc1	0.8	-11.7	-7.8	5.5	-11.7	x	0.5	0.8	12.2	-0.2
O=C(NC1CCCCC1)Nn1c(-c2ccccc2)nc2ccccc2c1=O	-2.2	-4.0	-8.1	-2.7	0.5	x	x	0.2	-2.1	-1.4
O=C(CCCCCC(=O)N(CCO)CCO)N(CCO)CCO	-3.6	4.0	-9.0	-0.6	-0.6	x	2.9	0.2	-7.0	0.4
OCCCc1nc2n(n1)C(c1ccccc1Cl)C=C(c1cccs1)N2 (stereo unspecified)	2.2	2.3	-2.5	i	-3.0	x	x	1.5	-0.6	-1.6
COC(=O)CN1C(=O)N/C(=C/c2ccc(C)o2)C1=O	-2.2	3.3	-5.1	-11.4	0.3	-1.1	0.1	4.9	10.3	0.2
COc1ccc(C(=O)NN(C)c2nc(-c3ccccc3)cc(C)c2S(C)(=O)=O)cc1	-1.6	1.4	-15.4	1.4	-1.8	x	2.8	2.7	43.7	0.6
CNC(=S)N/N=C/c1ccc(-c2cccc(C(=O)O)c2)o1	-0.6	-5.6	-7.4	-6.9	1.4	-2.0	2.0	-0.4	24.9	-2.5
CCN(CC)C(=O)Cn1nnc(-c2ccc(S(C)(=O)=O)cc2)n1	2.8	-4.7	2.2	x	0.4	-0.4	3.6	3.2	-0.8	-1.6
OC(COc1ccccc1)CN(Cc1ccccc1)CC(O)COc1ccccc1 (stereo unspecified)	-1.0	10.2	-7.7	-0.6	-2.2	-7.3	-0.6	1.9	-13.4	-1.2
COc1ccc(C2(c3ccc(OC(C)=O)cc3OC(C)=O)CC(c3ccccc3)NC(=S)N2)cc1 (stereo unspecified)	1.2	-8.0	-2.2	8.5	2.2	1.0	1.9	-0.7	-4.8	-1.9
CC1CCN(S(=O)(=O)c2ccc(NC(=S)NC(=O)c3ccc(Cl)cc3)cc2)CC1	-3.1	2.5	7.3	3.9	-1.3	x	2.1	0.4	-10.7	-0.9
Cc1c(/C=N/N=C2\CCC3C4CCc5cc(O)ccc5C4CCC23C)cnn1C (stereo unspecified)	-4.5	2.0	-2.0	5.7	-0.5	x	1.7	2.4	6.1	-0.9
Cc1csc(NC(=O)C2CSC3(C)CCC(=O)N23)n1 (stereo unspecified)	-0.8	6.1	-21.8	-3.5	0.8	-1.0	0.2	3.2	-12.2	-1.4
COC(=O)c1sc(SC)c(S(=O)(=O)C(C)C)c1N	-1.3	1.1	-6.7	-15.7	-0.3	6.2	-0.3	0.0	-5.1	-0.4

6 records drawn at random from those above, as already listed:
SMILES	Ecoli viability	Tat export inh	PvdQ acylase	Rtt109 Vps75	DAGLB inh	Wnt act	phage Ecoli inh	AddAB inh	PfHsp90 set2	CAL PDZ FP
COc1ccc(CCC(=O)Nc2ccc(OC)c(S(=O)(=O)N3CCCCC3)c2)cc1OC	0.2	0.9	-14.1	-18.9	0.2	-4.4	-1.8	0.6	11.8	-0.3
COc1ccc(C2(c3ccc(OC(C)=O)cc3OC(C)=O)CC(c3ccccc3)NC(=S)N2)cc1 (stereo unspecified)	1.2	-8.0	-2.2	8.5	2.2	1.0	1.9	-0.7	-4.8	-1.9
CC1CCN(S(=O)(=O)c2ccc(NC(=S)NC(=O)c3ccc(Cl)cc3)cc2)CC1	-3.1	2.5	7.3	3.9	-1.3	x	2.1	0.4	-10.7	-0.9
O=C(NC1CCCCC1)Nn1c(-c2ccccc2)nc2ccccc2c1=O	-2.2	-4.0	-8.1	-2.7	0.5	x	x	0.2	-2.1	-1.4
COc1ccc(C(=O)NN(C)c2nc(-c3ccccc3)cc(C)c2S(C)(=O)=O)cc1	-1.6	1.4	-15.4	1.4	-1.8	x	2.8	2.7	43.7	0.6
OCCCc1nc2n(n1)C(c1ccccc1Cl)C=C(c1cccs1)N2 (stereo unspecified)	2.2	2.3	-2.5	i	-3.0	x	x	1.5	-0.6	-1.6

Other structures follow.
SMILES	Ecoli viability	Tat export inh	PvdQ acylase	Rtt109 Vps75	DAGLB inh	Wnt act	phage Ecoli inh	AddAB inh	PfHsp90 set2	CAL PDZ FP
O=C(CSc1nc2nn(-c3ccccc3)c(=O)c-2c2n1CCCCC2)Nc1ccccc1[N+](=O)[O-]	x	-1.2	-9.8	9.5	7.1	-7.0	2.5	x	-43.4	0.9
O=C(NC1CCCCC1)C(c1ccc(F)cc1)N(CCc1ccccc1)C(=O)CN1C(=O)c2ccccc2S1(=O)=O (stereo unspecified)	2.8	1.8	-4.3	3.2	-0.3	-4.6	3.0	0.3	-32.2	-0.2
O=C(Nc1sc2c(c1C(=O)c1ccccc1)CCCC2)c1cccnc1	-2.3	-5.4	4.3	-3.9	0.2	0.4	2.2	4.2	-5.2	-0.2
CCOC(=O)Cn1c(=NC(=O)CN2C(=O)CCC2=O)sc2cc(S(N)(=O)=O)ccc21	-2.5	11.7	17.2	16.4	0.9	-1.9	3.7	1.0	-1.6	-2.7
Cc1ccc(-c2nc(N/N=C/c3cccc([N+](=O)[O-])c3)c3ccccc3n2)cc1	0.8	-6.7	-14.1	6.2	-1.8	-5.0	3.0	-0.9	-26.9	0.6
CCOc1ccc2c(c1)s/c(=N\S(=O)(=O)c1ccc(OC)cc1)n2C(F)F	-2.3	-2.2	-13.9	-3.7	-10.6	x	2.8	-2.5	-51.0	0.6
COc1cc(C2OC(c3cc(OC)c(OC)c(OC)c3)C(C)C2C)cc(OC)c1OC (stereo unspecified)	-1.3	-3.6	-9.9	6.3	-4.8	-1.0	0.4	3.5	-10.4	-0.5
Cc1cc(C)c2ccc(NN)nc2c1O	1.7	-2.7	-17.2	1.7	0.8	-5.0	2.8	2.5	6.8	0.6
O=C(NC1CC1)C1=C[C@@H](C2CC2)C[C@@H](OCc2ccc(CO)cc2)O1	-0.9	6.7	-22.5	-0.9	-1.7	-1.2	1.6	0.4	18.1	-1.6
Cc1cccc(C(=O)NC2CCN(S(=O)(=O)c3ccccc3)CC2)c1	0.6	-0.9	2.2	-10.1	1.3	0.5	0.8	0.7	8.5	0.3
CCNC(=S)N1CCn2c(nc3ccccc32)C1	0.4	-3.7	-12.9	0.4	-1.7	0.1	2.1	4.8	5.3	-0.3
Cc1ccc(C)c(-c2csc(N/N=C/c3ccco3)n2)c1	-1.1	4.3	-7.6	-7.1	x	-0.4	3.6	1.4	15.2	-0.8
N#CC1(c2nc3ccccc3[nH]2)CC1c1ccc2c(c1)OCO2 (stereo unspecified)	0.5	-10.5	-2.4	-12.9	3.0	6.4	2.2	-0.1	x	-1.9
COc1cc2c(C(=O)NCc3ccc(C)o3)cn(CC(C)C)c(=O)c2cc1OC	-1.5	-6.3	9.8	12.3	0.9	-3.3	2.2	0.8	0.0	x
Cc1cc(C)c2nc(N3CCCC(C(=O)NCCCN4CCOCC4)C3)sc2c1 (stereo unspecified)	-0.6	1.5	-12.1	15.3	1.1	0.9	-1.2	0.3	7.8	-0.3
COC(=O)CCc1nc2cc(Cl)ccc2n(Cc2ccccc2)c1=O	-0.6	5.9	-6.2	17.4	-3.5	-0.8	1.8	4.4	1.3	-2.2
COc1ccc2c(c1)CCc1c(C(=O)NC3CCCCC3)noc1-2	2.5	-2.7	-12.0	4.6	-4.7	x	2.2	1.6	9.9	-1.4
Fc1ccccc1-c1n[nH]c(=S)n1C1CC1	-0.2	-7.3	-11.0	-10.0	-0.9	-1.9	2.8	1.7	-28.8	-4.1
CCCCN(CC)CCCNC(=O)Cn1nc(Cc2ccncc2)c2ccccc2c1=O	2.4	5.9	-8.0	0.1	-1.8	x	3.4	2.7	x	x
COc1ccc(N2CC(C(=O)N3CCCC(C)C3)CC2=O)cc1 (stereo unspecified)	-0.5	-2.2	-13.4	-12.9	-1.4	0.1	0.2	1.1	11.2	-0.2
CCOc1cc(S(=O)(=O)NCC2OCCc3ccccc32)c(OCC)cc1-n1cnnn1 (stereo unspecified)	-1.7	-3.0	-8.2	-9.7	-0.8	x	-0.9	-0.1	-22.2	-1.0
Cc1ccc(CSCC(=O)NCc2ccco2)cc1	1.6	3.4	-7.3	6.3	-1.6	-1.6	0.7	0.8	-0.6	-1.7
CC(=O)N(c1ccc2oc(=O)sc2c1)S(=O)(=O)c1cccs1	0.9	-12.0	-10.2	4.0	12.4	x	2.2	6.3	11.7	-0.3
CCOC(=O)C1(CCOC)CCN(Cc2ccc(C(=O)OC)cc2)CC1	-0.6	10.3	-22.9	-11.3	-2.0	-15.7	3.6	1.8	10.8	-2.6
COc1ccc(CSc2nc(C)cc(C)c2S(C)(=O)=O)cc1	1.4	9.8	-6.5	-2.8	-6.1	-0.9	4.0	-0.7	14.1	-1.0
CCOc1ccc(N(CC(=O)NCc2ccc(OC)cc2)S(C)(=O)=O)cc1	1.9	4.1	-7.1	-1.5	1.0	8.5	1.2	5.0	-45.6	-3.5
